Source: PubChem BioAssay
OX1R antag-1: OX1R (human) antagonism | AID 485270 | O43613 | OX1R-expressing cells, FRET antagonist read-out | inhibition, % at 6.6 µM | 330,000 compounds, 1.8% hits; in the data active means inhibition mostly above about 38%, no sharp cut-off; inactive means mostly below about 40%;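 further: 0% = agonist challenge alone and 100% = reference antagonist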
Target sequence (O43613 whole entry, looked up): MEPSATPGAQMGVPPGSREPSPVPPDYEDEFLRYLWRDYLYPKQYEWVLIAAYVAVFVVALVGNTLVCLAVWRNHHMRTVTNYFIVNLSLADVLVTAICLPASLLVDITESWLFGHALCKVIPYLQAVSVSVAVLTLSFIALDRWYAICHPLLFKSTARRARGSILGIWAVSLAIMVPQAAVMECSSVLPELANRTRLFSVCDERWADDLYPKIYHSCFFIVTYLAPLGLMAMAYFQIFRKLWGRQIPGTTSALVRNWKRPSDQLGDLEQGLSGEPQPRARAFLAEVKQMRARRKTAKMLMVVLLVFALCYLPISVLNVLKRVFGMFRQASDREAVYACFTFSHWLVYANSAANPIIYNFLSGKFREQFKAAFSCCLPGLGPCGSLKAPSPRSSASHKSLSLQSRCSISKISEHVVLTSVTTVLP
STK33 kinase inh: human STK33 kinase inhibition. purified STK33, MBP phosphorylation, ADP-Glo luminescence. AID 2661. inhibition, % at 10 µM. 320,000 compounds, 0.073% hits;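 active means inhibition at or above 25%, using the most active replicate where run in duplicate; inactive means inhibition below 25%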
Target sequence (Q9BYT3 whole entry, looked up): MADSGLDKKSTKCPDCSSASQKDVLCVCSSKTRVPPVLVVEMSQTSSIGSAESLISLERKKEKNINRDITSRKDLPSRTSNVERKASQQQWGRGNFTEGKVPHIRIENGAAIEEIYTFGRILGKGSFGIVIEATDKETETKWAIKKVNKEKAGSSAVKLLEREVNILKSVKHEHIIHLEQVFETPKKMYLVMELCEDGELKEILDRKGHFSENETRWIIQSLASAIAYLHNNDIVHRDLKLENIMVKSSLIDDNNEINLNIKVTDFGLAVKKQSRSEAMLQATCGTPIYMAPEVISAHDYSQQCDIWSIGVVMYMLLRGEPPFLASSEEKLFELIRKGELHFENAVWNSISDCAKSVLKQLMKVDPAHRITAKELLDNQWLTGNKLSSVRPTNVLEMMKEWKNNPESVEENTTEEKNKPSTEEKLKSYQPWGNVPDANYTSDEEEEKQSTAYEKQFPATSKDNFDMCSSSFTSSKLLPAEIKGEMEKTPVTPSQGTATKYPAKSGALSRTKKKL
OX1R antag-2: blocks the human orexin 1 receptor | O43613 | CHO/OX1R cells, Fluo-8 calcium fluorescence, orexin A | inhibition, % at 5 µM | 330,000 compounds, 0.43% hits | AID 434989;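 active means inhibition above its plate's threshold, mean inhibition of all tested compounds on the plate plus 3 SD, cut at about 37% in these data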;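 further: 0% = orexin A challenge wells and 100% = SB-334867-A antagonist wells; not every result past the cut was called active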
An asterisk follows results filed as active; x = no result given.

Order of results – OX1R antag-1 | STK33 kinase inh | OX1R antag-2
CN(C)S(=O)(=O)N1CCC(Oc2ccc(C(=O)NCCc3cscn3)cc2)CC1
  20 | 0.4 | 0
COc1cc(OC)cc(C(=O)NC(C)c2ccc(Br)cc2)c1 (configuration not stated)
  3 | 0.8 | -25
CCC(C)(C)c1ccc(OCCCC[n+]2cccc(C)c2C)c(C(C)(C)CC)c1
  9 | -2.0 | 52*
COc1ccc(/C=N/Nc2ncnc3sc4c(c23)CCCC4)cc1OC
  10 | x | -9
CON1C(=O)C(=O)N(OC)C(C)(C)C1(C)C
  1 | -1.6 | -12
CN(Cc1ccncn1)C(=O)C1CCC(=O)N(Cc2cccc(C(F)(F)F)c2)C1 (configuration not stated)
  14 | -0.3 | -3
CC(=O)NC(CC(=O)N(C)C1CCCCC1)c1ccccc1 (configuration not stated)
  22 | -0.3 | -7
Cc1ccc(S(=O)(=O)N(CC(=O)N2CCOCC2)CC(=O)N2CCOCC2)cc1
  -4 | 0.3 | 8
Oc1cc2c(c(Cl)c1O)CCNCC2c1ccccc1 (configuration not stated)
  12 | 0.9 | 2
CC1CN(S(=O)(=O)c2ccc(NC(=O)c3ccco3)cc2)CC(C)O1 (configuration not stated)
  16 | -3.7 | -16
CCCN(CC1CC1)C(=O)COC(=O)c1ccc2c(c1)C(=O)N(c1ccc(OCC)cc1)C2=O
  18 | 2.1 | -3
Fc1cccc(Nc2nc(-c3ccncc3)nc3ccccc23)c1
  39 | -0.8 | -7
N#Cc1ccccc1NC(=O)CSc1ccc([N+](=O)[O-])cn1
  22 | -1.8 | 0
COc1ccccc1C(=O)NCC(=O)OCc1csc(-c2ccccc2)n1
  5 | 0.6 | -24
O=C(/C=C/c1ccco1)Nc1nc(-c2ccccc2)cs1
  11 | -0.1 | -13
CCN(CC)C(=O)NC(c1ccc(C)c(F)c1)C(Cl)(Cl)Cl (configuration not stated)
  40 | 2.4 | -24
CC(=O)c1c(C)[nH]c(C(=O)Nc2ccccn2)c1C
  1 | 1.0 | -5
COCCn1c(C)cc(C(=O)COc2nc3ccccc3nc2C)c1C
  36 | -1.1 | -6
Brc1ccc(-c2ncc3ccccn23)cc1
  8 | -0.1 | -21
CCN(CCCNC(=O)c1ccc2c(c1)NC(=O)CN2C)c1cccc(C)c1
  11 | -0.4 | -18

Quoted from the listing:
Entry for COCCn1c(C)cc(C(=O)COc2nc3ccccc3nc2C)c1C under STK33 kinase inh: -1.1
Entry for O=C(/C=C/c1ccco1)Nc1nc(-c2ccccc2)cs1 under STK33 kinase inh: -0.1

Full records, quoted from the list. Order of values: OX1R antag-1 | STK33 kinase inh | OX1R antag-2
Shown for Fc1cccc(Nc2nc(-c3ccncc3)nc3ccccc23)c1 : 39 | -0.8 | -7
Shown for COc1ccccc1C(=O)NCC(=O)OCc1csc(-c2ccccc2)n1 : 5 | 0.6 | -24

Remaining list, next part:
Order of results – OX1R antag-1 | STK33 kinase inh | OX1R antag-2
CC(C)CCOP(=O)(c1ccccc1)c1ccccc1
  11 | -0.7 | 1
Cc1cc(N/N=C(/CCC(=O)O)C(=O)O)nc2ccccc12
  12 | -0.9 | -15
Cn1c(N)c(S(=O)(=O)NCc2ccc(F)cc2)c(=O)n(C)c1=O
  10 | -1.5 | -25
COCCCn1c(=O)c2ccccc2n(CC(=O)N2CCCc3ccccc32)c1=O
  23 | -0.5 | -11
CCCCC(=O)Nc1ccccc1C(=O)N1CCOCC1
  8 | -1.0 | 0
C=CCN1C=C2C(=O)C(C)(OC(=O)CCC(=O)OC)C(=O)C(Br)=C2C=C1c1ccc(OC)cc1 (configuration not stated)
  33 | 1.2 | -14
CC(C)(C)c1nc(SCC(=O)N2CC(=O)Nc3ccccc32)c2ccccc2n1
  5 | 0.5 | -16
O=C(NCC(=O)N1CCN(c2ncc(C(F)(F)F)cc2Cl)CC1)c1ccc(Br)o1
  4 | -0.2 | -10
COc1ccc(Cc2nnc(NC(=O)C3CC(=O)N(CCc4ccc(F)cc4)C3)s2)cc1OC (configuration not stated)
  5 | -1.9 | -30
CCOC(=O)Nc1ccc2c(CNC(C)c3ccccc3OC)cc(=O)oc2c1 (configuration not stated)
  21 | -3.6 | -32
C=CCNc1cc(F)ccc1S(=O)(=O)NCC=C
  5 | x | 16
CC(=O)OCCN1CCN(C(=O)CN2C(=O)NC(c3ccccc3)(c3ccccc3)C2=O)CC1
  8 | -0.4 | -8
CCOC(=O)c1cnc2sccn2c1=O
  9 | 1.1 | -8
c1ccc2c(Cn3ccnc3)cccc2c1
  6 | -1.7 | -12
Cc1cccc(OCC(=O)N/N=C\c2cccn2C)c1C
  11 | 0.8 | -17
COCc1cc(C(C)=O)ccc1OCC(=O)Nc1ccc(NC(C)=O)cc1
  -9 | 0.9 | 1
Cc1ccc2c(Cl)c(C(=O)N/N=C/c3cccn3C)sc2c1
  -2 | 1.2 | -5
Fc1ccccc1-c1nc(NCc2ccccc2)c2ccccc2n1
  23 | -0.4 | -23
COc1ccccc1C(=O)NCC(=O)N1CCN(S(=O)(=O)c2ccccc2C(F)(F)F)CC1
  8 | 0.5 | -41
COc1c(C)cc(Br)cc1C(=O)Nc1ccc(S(N)(=O)=O)cc1
  18 | 0.7 | -11
Cc1ccc[n+](/C(=C\C(=C=[N-])C#N)C(=O)c2ccc(Cl)cc2)c1
  1 | 0.1 | -11
COc1cccc(NC(=S)N2CCC(N(C)CC3CCCO3)CC2)c1 (configuration not stated)
  13 | -1.5 | -9
CCc1cc(=O)oc2c(CNCc3ccc(OC)cc3OC)c(O)c(Cl)cc12
  4 | -0.7 | -23
COC(=O)c1ccccc1NC(=O)N1c2ccccc2Sc2ccccc21
  34 | -3.4 | -39
CC1(C)CC(=O)C/C(=N\NC(=O)c2cccs2)C1
  3 | 0.6 | 9
O=C(COC(=O)CSc1ccc([N+](=O)[O-])cc1)NC1CCCCCCC1
  15 | -1.4 | -8
COC(=O)NC1CCC(CC2CCC(NC(=O)OC)CC2)CC1 (configuration not stated)
  32 | -3.2 | 3
O=c1c2ccccc2nc(SCc2nnc(-c3ccccc3)o2)n1-c1ccccc1
  18 | -1.2 | -20
CNC(=O)CSc1nnnn1-c1ccc(C)cc1C
  7 | -0.6 | 19
COC(=O)C1=C(C)N(C)C(=O)NC1c1ccc(O)c(OC)c1 (configuration not stated)
  3 | 0.1 | -13
CCn1c(COc2ccccc2)nnc1SCC(=O)Nc1ccc(N2CCOCC2)cc1
  21 | -0.8 | -13
CC(OC(=O)c1ccc(Cl)nc1)C(=O)NCc1ccc2c(c1)OCO2 (configuration not stated)
  11 | -0.5 | -12
CN(CCOc1ccccc1)CC(=O)Nc1ccc(Cl)c(S(=O)(=O)N(C)C)c1
  34 | -0.3 | -27
COc1cccc(SCc2noc(C(=O)NCC3CCCO3)c2C(=O)O)c1 (configuration not stated)
  9 | -0.2 | -4
Cc1cc(N2C(=O)CC(C(C)c3ccccc3)C2=O)no1 (configuration not stated)
  12 | -1.8 | -19
Fc1ccc(C2c3[nH]c4ccccc4c3CCN2Cc2cccn2-c2ncccn2)cc1 (configuration not stated)
  47 | 0.8 | -19
Cc1cc(Nc2ccccc2F)n2nc(C)nc2n1
  12 | 0.4 | -11
CC(=O)c1cc(NC(=O)c2ccc([N+](=O)[O-])cc2)c(=O)oc1C
  94 | -0.8 | -18
Cc1ccc(C(=O)C[n+]2cccc3ccccc32)cc1
  45 | 0.5 | -8
CCCCN(C(=O)C1CCN(C(=O)c2ccccc2C)CC1)c1c(N)n(CCCC)c(=O)[nH]c1=O
  13 | -1.2 | -4

Limited to OX1R antag-2 (3 entries from above):
| canonical_smiles | OX1R antag-2 |
| --- | --- |
| Cc1ccc(S(=O)(=O)N(CC(=O)N2CCOCC2)CC(=O)N2CCOCC2)cc1 | 8 |
| CCC(C)(C)c1ccc(OCCCC[n+]2cccc(C)c2C)c(C(C)(C)CC)c1 | 52* |
| O=c1c2ccccc2nc(SCc2nnc(-c3ccccc3)o2)n1-c1ccccc1 | -20 |

Further structures:
Order of results – OX1R antag-1 | STK33 kinase inh | OX1R antag-2
O=C(NC1CCS(=O)(=O)C1)C1CCCCN1S(=O)(=O)c1ccc(Cl)cc1 (configuration not stated)
  0 | -0.6 | -24
COc1ccc(CCNC(=O)c2cc3c(=O)n(C)c4ccccc4c3n2C)c(OC)c1
  5 | -1.8 | -39
O=C(Nc1ccc(F)cc1)N1CCn2c(nc3ccccc32)C1
  7 | -0.2 | 6
C#CCOCCOCCOCCNc1nc(N2CCN(C(=O)CCCCCCCCCCNC(=O)[C@H](CO)n3cc(CCCCCN)nn3)CC2)nc(N2CCN(C(=O)CCCCCCCCCCNC(=O)[C@H](CCCN=C(N)N)n3cc(C[C@@H](C)CC)nn3)CC2)n1
  3 | 21 | 9
CS(=O)(=O)N1CCc2ccc(NC(=O)C3CCCO3)cc2C1 (configuration not stated)
  31 | -1.1 | -4
O=C(c1ccccc1Br)N1CCN(Cc2ccc3c(c2)OCO3)CC1
  9 | -1.2 | -8
CCOC(=O)C1=C(C)NC(C)=C(C(=O)OCC)C1/C=C/c1ccccc1OC
  15 | 0.3 | -21
Cc1ccc(O)c(/C=N/NC(=O)CN2CCCC2)c1
  2 | -1.7 | -12
Cc1noc(C)c1S(=O)(=O)N(C)C[C@H]1Oc2ccc(NC(=O)C3CC3)cc2C(=O)N([C@H](C)CO)C[C@@H]1C
  4 | -0.1 | -1
CCCCC1OC23CCCCC2C(C#N)(C#N)C1(C#N)C(=N)O3 (configuration not stated)
  46 | -1.5 | -10
COC(=O)C1=C[C@@H](C(=O)OC)[C@@H]2C3=C(C(=O)[C@@]2(C)NC(=O)c2ccccc2)[C@H](c2ccccc2)n2c(=O)n(-c4ccccc4)c(=O)n2[C@@H]3C1
  19 | -0.8 | -7
CNC(=S)N/N=C(\C)c1ccc(C)c(C)c1
  13 | -1.6 | -14
CC(C)CN(C(=O)c1ccc(N2CCCC2=O)cc1)c1c(N)n(Cc2ccccc2)c(=O)[nH]c1=O
  7 | 0.1 | -19
C=CCOc1ccccc1CNCCCN1CCOCC1
  4 | -0.2 | 14
S=c1[nH]nc(-c2cccc3ccccc23)n1-c1cccnc1
  8 | -1.6 | -7
COC(=O)c1ccc(CSc2nc3cc(Cl)ccc3s2)o1
  41 | -0.4 | -26
COc1ccc(CC(=O)NNC(=O)c2cccs2)cc1
  24 | -0.3 | -17
CN(C)C/C=C/C(=O)Nc1cccc(-c2c[nH]c3ncnc(Oc4ccc(NC(=O)CC(=O)Nc5ccc(F)cc5)cc4F)c23)c1
  4 | 62* | 3
CN(C(=O)CSc1nc2c(c(=O)[nH]1)CCC2)c1ccccc1
  6 | -0.3 | -8
COc1ccc(NC(=O)Cc2nc3ccccc3[nH]2)cc1
  36 | -0.3 | -10
Cc1ccc(NC(=O)NNC(=O)c2cc3ccccc3cc2O)cc1
  -3 | -2.2 | 2
CC(C)[C@H](NC(=O)NCCc1ccccc1)C(=O)O
  6 | 0.2 | -10
CCc1nc2ccccc2c(C(=O)O)c1C
  18 | 1.7 | -6
Cc1ccc(-n2c(C)nnc2SCC(=O)NC2CC2)cc1
  10 | -1.5 | -1
Cc1cc(NC(=O)c2cccc(S(=O)(=O)N3CCCCCC3)c2)n(-c2ccccn2)n1
  12 | -0.3 | -26
COc1cc(S(=O)(=O)NCCCN2CCOCC2)ccc1Cl
  23 | -0.2 | -11
Cc1c(C(=O)NCc2ccccn2)oc2ccccc12
  -1 | -1.0 | -3
CC1CCC(NC(=O)CN(C)S(=O)(=O)c2ccc3c(c2)c(=O)n(C)c(=O)n3C)CC1 (configuration not stated)
  12 | -0.3 | -23
CCC(c1nnnn1Cc1ccc(OC)cc1)N1CCN(c2ccc(OC)cc2)CC1 (configuration not stated)
  18 | -3.1 | -12
COc1ccc(-n2nnnc2SCC(=O)NCCc2ccc(OC)c(OC)c2)cc1
  2 | -1.3 | -17
NC(=O)c1sc2nc3c(c(-c4cccnc4)c2c1N)CCC3
  13 | 4.3 | -3
Cc1ccc(S(=O)(=O)N(C)CC(=O)Nc2nc3ccccc3s2)cc1
  29 | 0.0 | 8
COCCNC(=S)N1CCC(C(=O)c2ccc(C)cc2)CC1
  27 | -1.5 | -17
COc1ccc(N2CCN(C(=O)CCNC(=O)c3ccc(Br)cc3)CC2)cc1
  19 | 0.1 | -23
O=C(CSc1nnnn1Cc1ccccc1)c1ccccc1F
  10 | -0.1 | 9
CCCCN(C(=O)CCC(=O)OCC(=O)NCc1ccccc1)c1c(N)n(CCC)c(=O)[nH]c1=O
  1 | 7.6 | -4
O=[N+]([O-])c1ccc(N2CCN(S(=O)(=O)Cc3ccccc3)CC2)cc1N1CCOCC1
  37 | 0.9 | -22
Cc1nn2c(N)c(C#N)cnc2c1-c1ccccc1
  25 | -0.8 | -8
CC(C)C(OC(=O)c1nsc(Cl)c1Cl)C(=O)NCC1CCCO1 (configuration not stated)
  21 | -1.0 | -19
CCN(CC)CCN(Cc1cc2cc3c(cc2[nH]c1=O)OCCO3)C(=S)NCC(C)C
  18 | -0.9 | -24
CCN(CC(=O)Nc1c(F)cccc1F)C(=O)C(C)SCc1nc2sc(C)c(C)c2c(=O)[nH]1 (configuration not stated)
  67* | 0.2 | -15
CCOCCCNC(=O)CN1C(=O)/C(=C\c2ccc(C)cc2)Sc2ccccc21
  60 | -0.3 | 4
Cc1ccccc1NC(=O)CSc1nc(N)c(C#N)c(-c2cccs2)c1C#N
  19 | -1.3 | 10
Cc1ccc(C(=O)C2CCN(CC(=O)Nc3ccc(N(C)C)cc3)CC2)cc1
  13 | -0.2 | -21
CC(=O)NS(=O)(=O)c1ccc(NC(=O)c2ccc(Cl)cc2[N+](=O)[O-])cc1
  21 | 0.6 | -18
CSc1nsc(/C=C/Nc2ccc(F)cc2)c1C#N
  20 | -1.5 | -21
Cc1cc(C)cc(NC(=O)c2ccc(Cn3nc(C)c(Cl)c3C)o2)c1
  15 | -1.2 | 8
O=C(NCCNC(=O)c1ccc(Cl)cc1Cl)c1ccccn1
  9 | 0.0 | -5
